Nrf2 block: Nrf2 qHTS screen for inhibitors. A549 ARE-Fluc reporter, luciferase luminescence, 18-24 h. Potency, µM (doses to about 46 µM), for inactives: at the highest dose activity change, negative = inhibition, hits mostly inhibitors. hit rate 2.1% among 360,000; note: potency is the fitted concentration of half-maximal effect; % is set by controls: 0 for no effect and ±100 for the full control effect; nearly all actives have a fitted effect of over 60% in size
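A549 ARE_Fluc cells, 5000/well, 5% FBS OPTI-MEM; compounds in dose-response, 18-24 h at 37 °C/5% CO2; CellTiter-Fluor viability read (Ex 405/Em 525), then BugLite luciferase luminescence = Nrf2 activity.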
TGFb inhibitor: qHTS for Inhibitors of TGF-b; hit rate 1.2% among 410,000; HepG2 CAGA-GFP TGF-b/SMAD3 reporter, GFP fluorescence, 18 h; TGF-beta stimulated, 500 pg/mL final; AID 588855, 2011; Potency, µM (series often up to 46.1 µM), inactives show top-dose activity, negative = inhibition, hits mostly inhibitors; note: potency is the fitted concentration of half-maximal effect; % is set by controls: 0 for no effect and ±100 for the full control effect; nearly all actives have a fitted effect of over 65% in size
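Inhibition of TGF-beta-driven CAGA-GFP reporter expression in HEPG2 cells is measured by cellular GFP fluorescence after 18 h stimulation with 500 pg/mL recombinant TGF-beta in 1% FBS medium at 37 degrees C.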
CCT chaperon mod: High-Throughput Screening for Modulators of Cytosolic Chaperonin Activity; purified chaperonin ATPase assay, HTRF ADP detection, 30 min; activity change, % (no concentration beside the values), hits read low; hit rate 0.3% among 360,000; in the data active = activity change below about -30%; note: % is set by controls: 0 for no effect and ±100 for the full control effect
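Enzyme 40 or 20 nM (batch-dependent) in Tris pH 7.4/KCl/MgCl2/DTT; cpd 76 uM single point; ATP 10 uM; 30 min 37 °C; Transcreener ADP HTRF detection, 30 min RT; ratio 665/615.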
A549 tox: Nrf2 qHTS screen for inhibitors: counterscreen for cytotoxicity | hit rate 0.16% among 390,000 | Potency, µM (titrated, usually from 46 µM), without a hit: at the highest dose activity change, negative = cytotoxicity, usual class: inhibitors | A549 ARE-Fluc cells, CellTiter-Fluor viability, 18-24 h; note: potency is the fitted concentration of half-maximal effect; % is set by controls: 0 for no effect and ±100 for the full control effect
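Cytotoxicity counterscreen: CellTiter-Fluor fluorescence was measured in A549 ARE_Fluc cells after 18-24 h of compound exposure in a concentration series. The subsequent BugLite luminescent read reports ARE-luciferase activity.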
pAkt inh: HTS Assay for Inhibitors of Akt Phophorylation: Primary Screen; Neuro2A IGF-stimulated pAkt S473 HTRF, 20 min; hits give low values; activity change, % for hits at 50 µM; hit rate 0.32% among 360,000; AID 651550, 2012; in the data active = activity change below about -80%; inconclusive = mostly about -51% to -80%; note: % is set by controls: 0 for no effect and ±100 for the full control effect
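Neuro2A cells (4,500/well, DMEM with 0.5% FBS) were treated with compound at a single 50 µM final concentration, stimulated with 6 nM IGF for 20 min at 37 °C, and lysed. Phospho-Akt Ser473 was read by HTRF as 665/615 ratio ×10^4.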
MmCpn inh: Inhibitors of TCP-1 ring complex (TRiC) of Methanococcus maripaludis (MmCpn): qHTS; Chaperonin Mm-Cpn (Methanococcus maripaludis); purified Mm-Cpn ATPase, ADP Transcreener TR-FRET; Potency, µM (doses to about 76.9 µM), for inactives: at the highest dose activity, negative = inhibition, hits mostly inhibitors; hit rate 0.031% among 330,000; AID 504842, 2011; note: potency is the fitted concentration of half-maximal effect; % is set by controls: 0 for no effect and ±100 for the full control effect; nearly all actives have a fitted effect of over 80% in size
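Reaction buffer contained 30 mM Tris pH 7.4, 100 mM KCl, 5 mM MgCl2 and 1 mM DTT. Mm-CPN (25 nM final) hydrolysed 10 uM ATP over 30 min at 37°C; ADP was read by HTRF.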
EPAC2 antag: qHTS for Antagonist of cAMP-regulated guanine nucleotide exchange factor 2 (EPAC2): primary screen; Potency, µM (series often up to 114 µM), without a hit: at the top dose activity, negative = inhibition, actives largely listed as inhibitors; AID 720708, 2013; Rap guanine nucleotide exchange factor 4 (Homo sapiens), Q8WZA2; EPAC2 GEF exchange of Rap1B-BODIPY-GDP, fluorescence; hit rate 0.18% among 360,000; note: potency is the fitted concentration of half-maximal effect; % is set by controls: 0 for no effect and ±100 for the full control effect; nearly all actives have a fitted effect of over 45% in size; many of its hits are not listed in these tables
Target sequence (Q8WZA2 whole entry, looked up): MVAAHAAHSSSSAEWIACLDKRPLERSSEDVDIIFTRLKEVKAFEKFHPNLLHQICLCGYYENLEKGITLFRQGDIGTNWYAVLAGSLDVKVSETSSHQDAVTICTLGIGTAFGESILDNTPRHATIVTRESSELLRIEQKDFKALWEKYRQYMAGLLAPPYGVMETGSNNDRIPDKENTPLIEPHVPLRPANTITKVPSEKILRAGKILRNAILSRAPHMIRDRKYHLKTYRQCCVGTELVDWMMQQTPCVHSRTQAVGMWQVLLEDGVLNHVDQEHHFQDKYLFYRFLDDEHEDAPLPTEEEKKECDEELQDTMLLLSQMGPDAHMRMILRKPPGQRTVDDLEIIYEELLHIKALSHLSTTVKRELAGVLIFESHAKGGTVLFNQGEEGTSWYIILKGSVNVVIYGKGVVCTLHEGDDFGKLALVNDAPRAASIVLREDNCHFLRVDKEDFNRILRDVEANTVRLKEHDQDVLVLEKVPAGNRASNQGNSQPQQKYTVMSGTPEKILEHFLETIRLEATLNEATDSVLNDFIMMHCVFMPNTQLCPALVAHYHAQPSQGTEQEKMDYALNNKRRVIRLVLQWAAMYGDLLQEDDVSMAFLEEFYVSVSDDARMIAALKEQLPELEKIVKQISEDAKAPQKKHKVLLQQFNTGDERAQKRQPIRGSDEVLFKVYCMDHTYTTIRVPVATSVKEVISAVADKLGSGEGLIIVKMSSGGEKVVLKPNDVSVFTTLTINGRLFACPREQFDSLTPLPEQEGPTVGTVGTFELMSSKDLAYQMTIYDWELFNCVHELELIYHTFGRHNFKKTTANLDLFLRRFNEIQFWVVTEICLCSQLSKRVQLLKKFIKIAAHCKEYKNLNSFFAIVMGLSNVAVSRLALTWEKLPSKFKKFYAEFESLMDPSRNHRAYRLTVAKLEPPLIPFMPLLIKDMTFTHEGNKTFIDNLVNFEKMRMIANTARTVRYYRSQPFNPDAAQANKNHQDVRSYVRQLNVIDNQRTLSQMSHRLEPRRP
EPAC2 ag: qHTS for Agonist of cAMP-regulated guanine nucleotide exchange factor 4 (EPAC2): primary screen | EPAC2 activation, biochemical qHTS; response scale: 100% = 6.5 mM cAMP response | Potency, µM (doses to about 154 µM), inactives show at the top dose activation, most hits filed as activators | hit rate 0.079% among 360,000; note: potency is the fitted concentration of half-maximal effect; nearly all actives have a fitted effect of over 50% in size
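Compounds were added across a concentration range to EPAC2 (100 nM), RAP1B-BODIPY-GDP (250 nM) and GDP (50 uM). After 5 min at room temperature, fluorescence was recorded at 5-min intervals for 30 min.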
Nrf2 ARE act: qHTS of Nrf2 Activators; AREc32 ARE-luciferase reporter (MCF7-derived line), luminescence, 24 h; Potency, µM (top dose mostly 46.1 µM), for inactives: at the top dose activation, most hits filed as activators; hit rate 0.31% among 410,000; note: potency is the fitted concentration of half-maximal effect; % of control where 0% means no effect; nearly all actives have a fitted effect of over 65% in size
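AREc32 cells carrying an ARE-driven firefly luciferase reporter were seeded at 1000 cells/well in OPTI-MEM with 5% FBS, then exposed to compound for 24 hr at 37 deg C. Luminescence was read with Steady-Glo after 30 min at RT.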
* = called active by the depositor; i = inactive; ? = inconclusive; · = not tested or not shown; [ ] = remark or other dose. Unless noted, calls come from the whole dose curve; as a rule, active = well fitted curve in the direction sought with a large enough effect; inconclusive = small, poorly fitted or top-dose-only effect, or another doubt; inactive = no such curve, though single readings can be large; an effect the other way counts as inactive or inconclusive. The list is partial, so the mix of outcomes need not match the whole.

SMILES | Nrf2 block | TGFb inhibitor | CCT chaperon mod | A549 tox | pAkt inh | MmCpn inh | EPAC2 antag | EPAC2 ag | Nrf2 ARE act
O=C(Nc1ccc(Cl)cc1)Nc1nnc(CSCc2ccc(Cl)cc2)s1 | ? | ? | -0.8 | -12% | i | 3% | 2% | 12% | -0.2%
Cc1nc(NCCN2CCOCC2)c2oc3ccccc3c2n1 | -9% | 1% | 0.4 | -4% | i | 0% | 11% | 1% | 0.5%
O=C(CSc1nnc(-c2cccnc2)s1)Nc1ccnc2ccccc12 | 4.1µM* | -29% | 1.1 | -8% | i | -6% | -1% | 6% | 3.1%
Cc1cccc(OCCc2nnc(N)s2)c1C | -15% | 20µM* | 0.9 | -11% | i | -2% | 4% | -7% | 0.2%
COc1cc(/C=N/NC(=O)CNC(=O)c2ccco2)ccc1O | 0% | -21% | -0.6 | 6% | i | 2% | 10% | 17% | 2.4%
Cc1ccc(-n2nc3cc(Cl)c(NC(=O)c4ccco4)cc3n2)cc1 | 2% | 15% | -0.5 | -5% | i | -4% | 8% | -7% | ?
Cc1nc2ccc(S(=O)(=O)N3CCCCC3)cc2s1 | -22% | -2% | 0.6 | 6% | i | -2% | 2% | 7% | 0.0%
Cc1ccc(NC(=O)CN2C(=O)NC3(CCCCC3)C2=O)cc1S(=O)(=O)N1CCOCC1 | -22% | 1% | -1.8 | -6% | i | 0% | 9% | 2% | -0.4%
O=C(N/N=C/c1cccs1)c1cccc(NC(=O)c2ccccc2Cl)c1 | ? | 8% | -2.0 | -3% | i | 1% | 1% | 5% | 0.1%
CC(OC(=O)c1ccc(CN2CCCC2=O)cc1)C(=O)Nc1ccc(Cl)cc1 (stereo not given) | ? | -2% | -1.7 | -8% | i | -2% | 5% | 7% | 0.1%
C/C(=N/NC(=O)c1ccccn1)c1ccncc1 | ? | 20% | -3.1 | -3% | i | 0% | 4% | ? | -0.1%
CCC(C)NC(=O)CN(c1ccc(OC)cc1)S(=O)(=O)c1ccccc1 (stereo not given) | 4% | -4% | -0.2 | 6% | i | 3% | 10% | 5% | -0.8%
C/C(=N\NC(=O)c1ccccc1Br)c1ccc(N2CCOCC2)cc1 | -7% | 1% | -0.3 | 6% | i | 2% | -1% | -5% | 0.6%
Nc1nc2cc(Br)ccc2o1 | 8% | -4% | -0.9 | -4% | i | · | 7% | -7% | -0.1%
COc1ccc2oc(C(=O)OCC(=O)N(CC(C)C)c3c(N)n(Cc4ccccc4)c(=O)[nH]c3=O)c(C)c2c1 | -29% | ? | -2.5 | 4% | i | -1% | 42%[activator] | -22% | 0.1%
S=C(Nc1ccccc1)N1CCCN1c1ccccc1 | 14% | 0% | 3.7 | 13% | i | 0% | -1% | 16% | 3.2%
O=C1/C(=C/c2ccco2)CCC1C1CCCC1 (stereo not given) | -3% | -2% | 0.8 | 1% | i | 1% | -5% | 12% | 13%
O=C(/C=C/c1ccccc1)CC(O)(c1ccccc1)C(F)(F)C(F)F (stereo not given) | -8% | 13µM* | -0.5 | 8% | i | 0% | -21% | ? | -2.6%
Cc1cc(C)n2nc(-c3ccc(Cl)cc3)nc2n1 | ? | -25% | · | 8% | · | · | · | · | ?
Cc1noc(C)c1S(=O)(=O)N(C)C[C@@H]1OCc2cn(nn2)CCCC(=O)N([C@@H](C)CO)C[C@H]1C | · | -6% | -1.0 | · | i | · | 6% | 16% | 0.1%
COc1cc2cc(C(=O)N3CCC(Cc4ccccc4)CC3)[nH]c2cc1OC | 7% | 9% | -2.7 | -3% | i | 0% | 4% | -9% | -0.2%
Cc1ccc(C(=O)NC(=S)c2c(C)cc3ccccn23)cc1 | · | -13% | 1.7 | · | i | · | -25% | 0% | 21%
O=C1c2cccc3cccc(c23)C(=O)N1OS(=O)(=O)c1ccc(Cl)cc1 | -7% | 12% | -3.9 | -3% | i | 0% | -11% | 4% | 0.6%
Cc1ccnc2nc(NC(=O)c3ccccc3Cl)nn12 | ? | ? | · | -1% | · | · | · | · | 9.8%
Cc1sc2nc(COC(=O)c3c(F)cccc3F)[nH]c(=O)c2c1C | -3% | 0% | -0.4 | 0% | i | -2% | 12% | -4% | 3.8%
SMILES | Nrf2 block | TGFb inhibitor | CCT chaperon mod | A549 tox | pAkt inh | MmCpn inh | EPAC2 antag | EPAC2 ag | Nrf2 ARE act
O=c1c2ccccc2nc(-c2ccc(Cl)cc2)n1CCCCOc1ccc(F)cc1 | 2% | 4% | · | 10% | · | · | · | · | 5.9%
CC(=O)Nc1ccc(Nc2nc3ccc(C)cc3n3nnnc23)cc1 | -14% | -16% | · | 0% | · | · | · | · | 4.7%
Cc1noc(C)c1C(=O)Nc1ccccc1N1CCCC1 | 1% | -2% | -1.0 | 1% | i | -10% | 0% | 20% | 0.1%
NS(=O)(=O)c1cc2c(cc1Cl)NC(C(Cl)Cl)NS2(=O)=O (stereo not given) | 1% | -14% | -0.7 | -7% | i | 5%[15.4 µM] | -3% | 3% | -0.1%
CC(C)CN(C(=O)CSc1nnc2c(Cl)cc(C(F)(F)F)cn12)C1CCS(=O)(=O)C1 (stereo not given) | 15% | 0% | 0.9 | 0% | i | -3% | 3% | -5% | 0.1%
Nc1nnc(CSCc2ccccc2)s1 | 18% | -2% | -3.5 | -1% | i | -2% | -3% | -29% | 0.2%
Cc1nc2ccccc2n1Cc1n[nH]c(=S)n1-c1ccc(Cl)cc1 | -3% | -2% | 1.1 | 1% | i | ? | -9% | 4% | -0.4%
COc1ccc(CCNC(=O)CSc2nc3scc(-c4ccccc4)c3c(=O)[nH]2)cc1 | ? | 13µM* | 2.6 | -4% | i | -2% | 9% | -5% | 21%
O=C(c1cccc([N+](=O)[O-])c1)N1c2nc(-c3ccco3)nn2C2(CCCCC2)[C@@H]2CCCC[C@@H]21 | 3% | ? | · | -13% | · | · | · | · | 5.2%
Cc1ccc(C)c(-n2sc3ccc(F)cc3c2=O)c1 | -23% | 10µM* | -1.6 | 5% | i | -1% | 5% | 3% | 14%
COc1ccc(NC(=O)COC(=O)c2ccncc2)c(OC)c1 | -7% | 17% | -3.1 | 0% | i | 1% | -5% | 8% | -0.3%
COc1ccccc1CNS(=O)(=O)c1c(C)cc(C)cc1C | · | -7% | 2.2 | · | i | · | -23% | 13% | -0.4%
O=S(=O)(O)c1nnc2sc3ccccc3n12 | 6% | -6% | 1.2 | -7% | i | 0% | 3% | 5% | 0.3%
Clc1ccc(CN(Cc2ccc(Cl)cc2)c2nn[nH]n2)cc1 | -16% | -25% | -0.6 | 1% | i | 2% | -24% | -7% | -0.1%
COc1ccc(C(=O)Nc2nc3ccccc3[nH]2)cc1S(=O)(=O)N1CCOCC1 | 3% | 14% | -0.8 | 7% | i | 1% | 4% | 12% | -0.5%
Cc1cc(C(=O)Nc2ccccc2C#N)n(-c2ccccc2)n1 | 10% | -5% | -0.5 | 7% | i | 0% | -1% | 10% | -0.2%
C=CCOc1ccc(/C=C/C(C)=N\O)cc1 | 23% | 3% | -1.0 | -7% | · | -1% | -1% | 2% | 6.6%
O=C(NCCc1ccc(Cl)cc1)C1CCCN(c2ncnc3c2nc2n3CCCCC2)C1 (stereo not given) | -18% | 2% | 1.1 | -1% | i | -3% | 5% | -2% | -1.1%
CCn1c(=O)n(CC)c2cc(N3CCCC3)c(NC(=O)Nc3cc(C)cc(C)c3)cc21 | ? | 32%[activator] | · | ? | · | · | · | · | 1.0%
O=C(CSCc1c(Cl)cccc1Cl)NCc1cccnc1 | 0% | -5% | -2.5 | -1% | i | -1% | -6% | 10% | -0.9%
Cc1ccc2nc(-c3ccsc3)c(Nc3ccc(C(C)C)cc3)n2c1 | 3% | -4% | · | 1% | · | · | · | · | 0.7%

A different layout for part of the listing above:
canonical_smiles	Nrf2 block	TGFb inhibitor	CCT chaperon mod	A549 tox	pAkt inh	MmCpn inh	EPAC2 antag	EPAC2 ag	Nrf2 ARE act
CC(=O)Nc1ccc(Nc2nc3ccc(C)cc3n3nnnc23)cc1	-14%	-16%	·	0%	·	·	·	·	4.7%
Cc1noc(C)c1C(=O)Nc1ccccc1N1CCCC1	1%	-2%	-1.0	1%	i	-10%	0%	20%	0.1%
NS(=O)(=O)c1cc2c(cc1Cl)NC(C(Cl)Cl)NS2(=O)=O (stereo not given)	1%	-14%	-0.7	-7%	i	5%[15.4 µM]	-3%	3%	-0.1%
CC(C)CN(C(=O)CSc1nnc2c(Cl)cc(C(F)(F)F)cn12)C1CCS(=O)(=O)C1 (stereo not given)	15%	0%	0.9	0%	i	-3%	3%	-5%	0.1%
Nc1nnc(CSCc2ccccc2)s1	18%	-2%	-3.5	-1%	i	-2%	-3%	-29%	0.2%
Cc1nc2ccccc2n1Cc1n[nH]c(=S)n1-c1ccc(Cl)cc1	-3%	-2%	1.1	1%	i	?	-9%	4%	-0.4%
COc1ccc(CCNC(=O)CSc2nc3scc(-c4ccccc4)c3c(=O)[nH]2)cc1	?	13µM*	2.6	-4%	i	-2%	9%	-5%	21%
O=C(c1cccc([N+](=O)[O-])c1)N1c2nc(-c3ccco3)nn2C2(CCCCC2)[C@@H]2CCCC[C@@H]21	3%	?	·	-13%	·	·	·	·	5.2%
